Source: PubChem (National Center for Advancing Translational Sciences (NCATS))
Coupling enz = coupling enzyme interference in Giardia aldolase counter-screen | coupling enzyme system counterscreen, AmpLite Red fluorescence | activity change, negative = inhibition, % at 58.2 µM, hits read low | 0.67% of 290,000 active | AID 2472; in the data active means activity change below about -30%; further: on the % scale 0 is the no-effect control and ±100 the full control effect
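Activity here indicates interference with the coupling reaction, not aldolase inhibition. Compounds at 57.5 uM final met coupling enzymes for 10 min at RT; substrate and AmpLite Red detection followed, with a 525/598 nm fluorescence read after 20 min.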
Chronic BCR inh = blocks chronic active B-cell receptor signaling | ABC-DLBCL IkBa-CBG/CBR reporter, luminescence ratio, 4 h | Potency, µM (doses to about 46.1 µM), inactives show at the highest dose ratio change, negative = lower green/red ratio, usual class: inhibitors | 0.05% of 340,000 active; active means well fitted inhibition curve with a large enough effect in the signal ratio, with a control signal flat, not every such curve was filed as active; inconclusive means small, poorly fitted or top-dose-only effect, or effect the other way, or a change in a side signal; the % refers to the signal ratio;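 further: potency means the concentration at half of the fitted maximal effect; plate controls were basal doxycycline-induced cells for no effect and cells given 10 µM MG132 for full effect; MG132 reads +100%, hits lower the ratio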
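Doxycycline induced both beetle luciferases in TMD8 lymphoma cells; IKK-driven degradation limits the IkappaBalpha-fused green signal, while red luminescence normalises for cell number and nonspecific effects. Compounds tested up to 46 uM, 4 hrs.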
B2AR arrestin = agonists driving beta-arrestin recruitment to human beta2-adrenergic receptor; Potency, µM (top dose mostly 46.1 µM), without a hit: top-dose activation, usual class: activators; beta-arrestin recruitment to beta2AR, cell-based reporter; 0.02% of 330,000 active; P07550; AID 492947;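 further: potency means the concentration at half of the fitted maximal effect; 0% = DMSO controls and full agonism = EC100 isoproterenol or metaproterenol; nearly all actives have a fitted effect of over 65% in size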
Target sequence (P07550 whole entry, looked up): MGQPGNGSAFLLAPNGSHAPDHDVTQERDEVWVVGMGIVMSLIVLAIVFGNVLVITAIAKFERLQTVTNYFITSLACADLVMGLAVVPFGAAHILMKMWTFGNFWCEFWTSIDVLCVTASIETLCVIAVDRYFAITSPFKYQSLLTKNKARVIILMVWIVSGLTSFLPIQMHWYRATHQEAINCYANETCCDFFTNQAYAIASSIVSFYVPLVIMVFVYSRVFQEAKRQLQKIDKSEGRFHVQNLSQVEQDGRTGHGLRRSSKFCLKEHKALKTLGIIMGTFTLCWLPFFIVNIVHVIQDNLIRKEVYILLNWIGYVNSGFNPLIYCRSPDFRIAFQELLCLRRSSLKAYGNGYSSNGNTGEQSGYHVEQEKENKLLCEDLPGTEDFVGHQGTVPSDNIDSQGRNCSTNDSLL
GALK inh = inhibitors of human galactokinase. Purified GALK, Kinase-Glo residual ATP luminescence. 0.007% of 270,000 active. Potency, µM (doses to about 57.5 µM), for the others: at the top dose activity change, negative = inhibition, usual class: inhibitors; further: potency means the concentration at half of the fitted maximal effect; on the % scale 0 is the no-effect control and ±100 the full control effect
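The enzyme phosphorylates galactose (100 uM) using ATP (35 uM); inhibition is detected as higher residual ATP, quantified by bioluminescence after 1 h reaction at room temperature, pH 8.0.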
Tb PFK inh = inhibitors of T. brucei phosphofructokinase. 0.17% of 330,000 active. O15648. Potency, µM (highest dose often 57.5 µM), for the others: top-dose activity, negative = inhibition, usual class: inhibitors. T. brucei PFK, ADP-Glo luminescence;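 further: potency means the concentration at half of the fitted maximal effect; 0% = uninhibited 1x PFK enzyme wells and -100% = no-enzyme wells; nearly all actives have a fitted effect of over 60% in size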
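Activity is normalized to no-enzyme wells (full inhibition) and 1.25 nM enzyme wells (no inhibition). Reaction: 0.5 mM F6P, 0.1 mM ATP, 45 min RT, ADP-Glo luminescence; concentration-response curves fitted and classed by quality.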
S-ASM inh = human S-ASM enzyme inhibition; P17405; 0.006% of 340,000 active; placental ASM, HMU-PC fluorogenic substrate, 60 min; Potency, µM (doses to about 57.5 µM), for inactives: at the highest dose activity change, negative = inhibition, hits mostly inhibitors; further: potency means the concentration at half of the fitted maximal effect
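HMU-PC0 cleavage (9 uM final) by human placental ASM, 60 min at 37 °C following 10 min compound exposure at RT; stopped at pH 10, fluorescence Ex 386/Em 447 nm.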
TSG101-PTAP inh = blocks PTAP/TSG101 interaction to inhibit HIV-1 budding; Fluorescence polarization, FITC-PTAP peptide / Tsg101 binding; Potency, µM (doses to about 115 µM), for the others: top-dose activity change, negative = inhibition, actives largely listed as inhibitors; 340,000 tested, under 10 active; AID 493005; active means well fitted inhibition curve with a large enough effect in the main read-out, with a control signal flat, not every such curve was filed as active; inconclusive means small, poorly fitted or top-dose-only effect, or effect the other way, or a change in a side signal; inactive means no such curve, though single readings can be large or run the other way; further: potency means the concentration at half of the fitted maximal effect; % of control where 0% means no effect
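Fluorescence polarization binding of Tsg101 binding domain (10 uM final) to FITC-labeled PTAP peptide (50 nM final) in HEPES pH 7.5 buffer with NaCl, Tween 20, EDTA, TCEP. Compounds added before peptide; binding 20 min at RT.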
Menin MLL FP TR = inhibitors of human menin-MLL interaction, mutant MLL peptide; O00255; Menin + Texas Red MLL mutant peptide, fluorescence polarization; Potency, µM (titrated, usually from 61.6 µM), for the others: at the highest dose FP activity change, negative = inhibition, usual class: inhibitors; 0.23% of 270,000 active; active means well fitted inhibition curve with a large enough effect in the polarisation, with a control signal flat, not every such curve was filed as active; inconclusive means small, poorly fitted or top-dose-only effect, or effect the other way, or a change in a side signal; inactive means no such curve, though single readings can be large or run the other way; the % refers to the polarisation; further: potency means the concentration at half of the fitted maximal effect; % of control where 0% means no effect; many of its hits are not listed in these tables
Target sequence (O00255 whole entry, looked up): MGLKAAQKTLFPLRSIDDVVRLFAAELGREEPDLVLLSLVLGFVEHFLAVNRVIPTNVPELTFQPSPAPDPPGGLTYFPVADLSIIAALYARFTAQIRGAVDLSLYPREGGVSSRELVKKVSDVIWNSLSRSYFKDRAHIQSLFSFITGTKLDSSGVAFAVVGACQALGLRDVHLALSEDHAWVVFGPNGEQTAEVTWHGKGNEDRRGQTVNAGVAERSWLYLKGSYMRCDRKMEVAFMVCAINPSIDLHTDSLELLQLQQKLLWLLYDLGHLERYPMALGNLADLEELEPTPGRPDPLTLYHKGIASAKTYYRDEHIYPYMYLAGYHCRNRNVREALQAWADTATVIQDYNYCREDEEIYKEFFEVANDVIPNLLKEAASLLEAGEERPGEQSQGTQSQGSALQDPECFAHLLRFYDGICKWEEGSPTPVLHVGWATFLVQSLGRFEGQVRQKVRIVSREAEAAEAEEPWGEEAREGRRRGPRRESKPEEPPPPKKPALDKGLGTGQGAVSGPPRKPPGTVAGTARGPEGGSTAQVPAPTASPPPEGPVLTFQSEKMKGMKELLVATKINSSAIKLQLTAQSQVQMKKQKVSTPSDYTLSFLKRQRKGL
Giardia killer = Giardia lamblia killing; 0.15% of 340,000 active; Giardia lamblia trophozoite viability; activity change, % at 7.66 µM, hits read low; in the data active means activity change below about -80%; inconclusive means between about -30% and that limit;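 further: parasites exposed to compound for two days anaerobically before the ATP read; on the % scale 0 is the no-effect control and ±100 the full control effect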
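Trophozoites 100 cells/well + cpd; 48 hrs, 37 deg C, anaerobic. ATPLite 1-Step added, 15-30 min RT, luminescence read (ATP-based viability).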
Integrin act MD = integrin-mediated muscular dystrophy alleviation activation. Potency, µM (highest dose often 38.3 µM), for inactives: top-dose activation, hits mostly activators. 0.064% of 350,000 active. alpha7betagal myoblasts, beta-gal FDG fluorescence, 48 h;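 further: potency means the concentration at half of the fitted maximal effect; 100% = response of the positive control SU9516; nearly all actives have a fitted effect of over 60% in size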
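alpha7betagal+/- myoblasts (passage 13, 250/well) treated 48 h at 37C with compounds at 1:260 dilution of DMSO stock. Lysed, then beta-galactosidase activity read as FDG fluorescence (ex 480/em 540) after 30 min, with pre-read for autofluorescence.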
PKM2 act = increases activity of human pyruvate kinase M2; purified PKM2, Kinase-Glo ATP luminescence, activation; response scale: 0% is enzyme alone, no compound; Potency, µM (titrated, usually from 57.5 µM), for inactives: at the top dose activation, most hits filed as activators; 0.34% of 260,000 active; further: potency means the concentration at half of the fitted maximal effect; on the % scale 0 is the no-effect control and ±100 the full control effect; nearly all actives have a fitted effect of over 55% in size
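Purified hPK-M2 (>95%) run at intermediate activity with 0.1 mM ADP and 0.5 mM PEP in 50 mM imidazole pH 7.2, KCl, MgCl2; 1 h room temperature. ATP formed read by Kinase-Glo luminescence; normalized to uninhibited and no-enzyme controls.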
* hit, by the source's call; u = inconclusive; x = no result given; & = joins results of further samples; [ ] = remark or other dose. Unless noted, the call rests on the fitted dose curve; in most records, active means well fitted curve in the direction sought with a large enough effect; inconclusive means small, poorly fitted or top-dose-only effect, or another doubt; inactive means no such curve, though single readings can be large; an effect the other way counts as inactive or inconclusive. A portion of the library, so the mix of outcomes need not match the whole.

SMILES	Coupling enz	Chronic BCR inh	B2AR arrestin	GALK inh	Tb PFK inh	S-ASM inh	TSG101-PTAP inh	Menin MLL FP TR	Giardia killer	Integrin act MD	PKM2 act
CCN1CCC(C(N)=O)CC1	2	-28%	0.3%	4%	5%	3%	-4%	0%	-9	16%	-3%
COc1ccc(CCNC(=O)COC(=O)/C=C/c2ccc(OC)c(OC)c2)cc1	3	-6%	0.0%	1%	-1%	5%	-1%	2%	-2	-20%	2%
Cc1ccc(CNc2nc(N)c([N+](=O)[O-])c(Nc3ccc(F)cc3)n2)cc1	x	5%	-0.2%	-3%	0%	0%	1%	21%	-2	18%	1%
CCCC(=O)c1cc(F)c(N2CCOCC2)cc1C	-1	u	0.3%	2%	-6%	-1%	-6%	-4%	5	-9%	0%
Cc1cc(=O)n2nc(N3CCCC(C(=O)NCc4ccccc4)C3)sc2n1 (centres undefined)	1	-21%	-2.8%	x	0%	3%	1%	-6%	-12	-14%	4%
COc1ccc(OC)c(NC(=O)Nc2nnc(N3CCCCC3C)s2)c1 (centres undefined)	-9	u	0.2%	0%	-1%	-20%	-1%	x	20	9%	-11%
CCOC(=O)c1ccc(NC(=O)CCS(=O)(=O)c2cccc3nonc23)cc1	0	9%	0.2%	0%	1%	-18%	0%	11%	4	-16%	1%
Cc1ccc2oc(=O)c3cnn(CC(=O)N4CCN(c5ccccc5)CC4)c3c2c1	-1	u	0.0%	0%	1%	-13%	3%	-9%	1	-13%	9%
CC(=O)c1sc(NC(=O)c2cccnc2Cl)nc1C	1	u	-1.6%	1%	-3%	5%	-5%	-10%	-3	1%	1%
Cc1cc(=O)oc(C)c1C(=O)NC1CCCCCCC1	3	1%	-0.1%	6%	-2%	0%	0%	2%	9	21%	-2%
COc1ccc(NC(=O)c2nc(C)c(C3(C)CC(c4cccnc4)=NO3)s2)cc1 (centres undefined)	1	u	-0.3%	0%	-2%	-6%	-2%	x	-20	-22%	-2%
O=C(O)CCCCCNS(=O)(=O)c1ccc(Cl)cc1	1	1%	-3.4%	6%	-1%	1%	-7%	9%	-4	8%	5%
CCN(CC)S(=O)(=O)c1cccc(N2CC(O)=C(c3ccccc3)C2=N)c1	5	-5%	-0.5%	1%	1%	0%	-1%	x	2	12%	5%
CC1CCC(NCc2ccco2)CC1 (centres undefined)	2	-5%	0.3%	-4%	17%	4%	1%	8%	-6	11%	-6%
CC(=O)N1CCN(c2ccc(NCc3cccs3)cc2)CC1	-11	8%	-0.3%	-1%	9%	1%	0%	28µM*	17	-21%	3%
COc1ccc(CNC(=O)c2ccccc2SCC(=O)N2CCCC2)cc1OC	x	6%	-0.2%	x	-1%	-2%	-5%	x	17	5%	x
COc1cccc(C2N(c3cccc(Cl)c3)C(=O)C3CCCN32)c1 (centres undefined)	-5	-5%	0.1%	0%	-13%	5%	-4%	-6%	-2	-3%	-12%
Cc1c(C(=O)NCc2cccnc2)oc2ccccc12	1	-3%	0.0%	9%	1%	-1%	-6%	-2%	-5	-4%	8%
Cn1c(=O)c2c(nc(CN3CCC(Cc4ccccc4)CC3)n2CCN2CCOCC2)n(C)c1=O	-1	0%	-0.3%	0%	17%	3%	-1%	-10%	-5	-2%	-2%
Cc1ccc(C(=O)C(C)OC(=O)Cn2[nH]c(=O)c3ccccc3c2=O)cc1 (centres undefined)	x	2%	-1.1%	-7%	2%	2%	0%	x	2	-17%	-4%
CCn1c2ccccc2c2cc(NC(=O)CNC)ccc21	1	2%	-0.4%	x	0%	-4%	-2%	x	-4	-60%[inhibitor]	-2%
CC(C)CN(C(=O)COC(=O)Cn1cnc2ccccc2c1=O)C1CCS(=O)(=O)C1 (centres undefined)	9	0%	-1.1%	-1%	-2%	7%	-2%	-1%	2	12%	4%
Clc1ccc(Cl)c(-c2ccc(/C=N/c3ncn[nH]3)o2)c1	3	1%	0.2%	2%	0%	-2%	-11%	22%	-1	18%	1%
CCc1ccc(OCCCC(=O)Nc2ccc(N3CCOCC3)cc2)cc1	0	u	0.1%	7%	-8%	-2%	-2%	18%	6	-1%	-15%
CC(=O)Nc1cc2nn(-c3ccccc3)nc2cc1C	0	u	-0.3%	1%	0%	13%	-1%	2%	-28	-12%	2%[11.5 µM]
SMILES	Coupling enz	Chronic BCR inh	B2AR arrestin	GALK inh	Tb PFK inh	S-ASM inh	TSG101-PTAP inh	Menin MLL FP TR	Giardia killer	Integrin act MD	PKM2 act
CC(=O)NC(Cc1c[nH]c2ccccc12)C(=O)OCC(=O)Nc1cc(C)on1 (centres undefined)	1	1%	0.0%	-1%	-1%	2%	-3%	19%	-11	0%	4%
O=c1c(C=NCCCO)c(-c2ccccc2)[nH]n1-c1nc2ccccc2s1	1	u	0.1%	1%	-11%	-3%	-7%	10%	-6	u	-1%
COC(=O)c1c(C)nc(C)c(C(=O)OC)c1-c1cccs1	-3	3%	-1.4%	3%	-8%	0%	4%	-17%	9	-35%	13%
O=C(Nc1ccccc1Oc1ccsc1C(=O)O)c1ccccc1	-4	0%	0.0%	0%	0%	2%	0%	1%	-20	1%	x
CCn1c(COc2cccc3ccccc23)nnc1SCC(N)=O	1	-11%	-0.3%	-3%	-11%	-2%	-11%	-24%	-9	12%	-8%
Cc1ccc(CCC2C3=C(CCCC3=O)OC3=C2C(=O)CCC3)cc1	-11	-10%	0.0%	0%	1%	-1%	0%	-3%	3	12%	1%
COC(=O)C1=C(C(=O)OC)[C@@H]2N(C)c3ccccc3[C@@]23C[C@@H](C(=O)OC)N(C(=O)CC(C)C)C3=N1	-1&-1	-6%	0.2%	-3%	-1%	-1%	-5%	-20%[11.7 µM]	-15	-25%	10%[11.5 µM]
N#Cc1nc(COc2ccc(Cl)cc2)oc1NCc1ccc2c(c1)OCO2	-2	u	0.0%	0%	-1%	-5%	0%	u	1	26%	5%
CC(=O)N1CCCc2cc(S(=O)(=O)N3CCCC(C(=O)NCc4ccccc4)C3)ccc21 (centres undefined)	5	7%	-0.7%	-1%	7%	5%	-6%	-28%	-7	u	0%
O=C(N/N=C\C=C\c1ccc([N+](=O)[O-])o1)c1cccs1	0	u	5.9%	0%	-18%	-9%	u	u	18	-70%[inhibitor]	x
CC1=C(C(N)=O)C(c2ccco2)C(C(N)=O)=C(C)N1	3	0%	-0.2%	-1%	0%	3%	-4%	23%	11	-8%	5%
Cc1ccccc1-n1ncc2c1CC(C)(C)CC2NC(=O)c1cn[nH]c1C (centres undefined)	x	2%	-0.7%	-3%	1%	4%	-4%	x	-29	11%	x
Cc1cc(C)c2c(n1)sc1c(=O)n(-c3ccccc3)c(=O)[nH]c12	-8	0%	-4.1%	1%	9%	280%[activator]	-5%	-1%	u	4%	5%
Oc1ccccc1N=Cc1c(O)ccc2oc3c(c12)CCCC3	-4	-4%	0.4%	-4%	1%	1%	u	x	14	-45%[inhibitor]	7%
Cc1ccc(-n2c(C)c([N+](=O)[O-])c3ccc(O)cc32)cc1	-2	-1%	-1.0%	5%	-6%	x	x	x	x	x	0%
O=C(NC1CCN(C(=O)C2CCCCC2)CC1)c1ccccc1	0	3%	-0.9%	1%	0%	-2%	-5%	x	0	u	2%
Cc1ccc(NC(=O)C2CCN(c3nc(C)cc(C)n3)CC2)cc1	-3	-2%	-0.9%	1%	-1%	-7%	30%	11%	-7	39%	-3%

Whole records, quoted from the list. Order of values: Coupling enz, Chronic BCR inh, B2AR arrestin, GALK inh, Tb PFK inh, S-ASM inh, TSG101-PTAP inh, Menin MLL FP TR, Giardia killer, Integrin act MD, PKM2 act
Listed for `CCn1c2ccccc2c2cc(NC(=O)CNC)ccc21` = 1, 2%, -0.4%, x, 0%, -4%, -2%, x, -4, -60%[inhibitor], -2%
Listed for `Cc1cc(=O)n2nc(N3CCCC(C(=O)NCc4ccccc4)C3)sc2n1` (centres undefined) = 1, -21%, -2.8%, x, 0%, 3%, 1%, -6%, -12, -14%, 4%
Listed for `COc1ccc(OC)c(NC(=O)Nc2nnc(N3CCCCC3C)s2)c1` (centres undefined) = -9, u, 0.2%, 0%, -1%, -20%, -1%, x, 20, 9%, -11%
Listed for `CCN1CCC(C(N)=O)CC1` = 2, -28%, 0.3%, 4%, 5%, 3%, -4%, 0%, -9, 16%, -3%
Listed for `CC(=O)NC(Cc1c[nH]c2ccccc12)C(=O)OCC(=O)Nc1cc(C)on1` (centres undefined) = 1, 1%, 0.0%, -1%, -1%, 2%, -3%, 19%, -11, 0%, 4%
